aDG glyco act – alpha-DG glycosylation activation; Pro5-aDG cells, alpha-DG glycosylation AlphaScreen (IIH6); 0% Pro5, 100% B10-LARGE cell signal; activation, % at 10 µM; 360,000 tested, 0.22% active; AID 624168;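 active = activation of at least 8% versus controls, or a plate z-score of at least 8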;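 note: Pro5 are CHO cells carrying HIG-tagged alpha-DG that lacks glycosylation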
hiPSC survival – hiPSC single-cell survival enhancement; ATPlite luminescence; 100% = ROCK inhibitor wells, 0% = DMSO; AID 602274; survival enhancement, % at 20 µM; 360,000 tested, 0.044% active; in the data active = survival enhancement above about 18%;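 note: cells exposed to compounds for 16 hours before the ATP read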
KKLEB tox – reduces viability of KKLEB cystic fibrosis airway cells | KKLEB CF airway cells viability, ATPlite luminescence, overnight; stronger effect = lower value; cells stimulated with P. aeruginosa culture filtrate | activity change (cytotoxicity), % at 5 µM | 360,000 tested, 0.36% active | AID 602141;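 active = corrected activity change at or below -50% at 5 µM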
HIF-2a block – blocks HIF-2a reporter activity; inhibition, % at 18.8 µM; AID 624352; 786-0 RCC cells HIF-2a reporter, luciferase luminescence, overnight; 360,000 tested, 0.72% active;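 active = inhibition of the luminescence signal of 40% or more relative to plate controls, in a single-dose primary screen at 18.75 µM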
Peg3 prom inh – reduces Peg3 promoter-driven luciferase expression in HeLa; HeLa PEG-Prom luciferase reporter, luminescence, overnight; inhibition, % at 20 µM; 360,000 tested, 1.7% active; AID 588405;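 active = inhibition of at least 50% at 20 µM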
CF NFkB inh – cystic fibrosis NF-kB activation inhibition; KKLEB NF-kB-GFP reporter, PAF-induced, GFP fluorescence overnight; inhibition, % at 5 µM; 360,000 tested, 0.86% active; AID 588850;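 active = at least 50% inhibition at 5 µM, scaled per plate between neutral and stimulator controls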;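 note: PAF is a Pseudomonas aeruginosa culture filtrate used as stimulus; plate controls were PAF-stimulated DMSO wells for no effect and unstimulated DMSO wells for full effect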
TRPM1 prom inh – reduces MITF-dependent TRPM1 promoter luciferase signal; SK-MEL-5 TRPM1 promoter luciferase, 24 h; 330,000 tested, 0.83% active; AID 488899; inhibition, % at 12.5 µM;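 active = mean inhibition across replicates of 60% or more, whatever share of single replicates reaches that level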; note: values of inactives mirror those of a sister screen read the other way
TWEAK Fn14 block – inhibitors of TWEAK-Fn14 interaction signaling; TWEAK-stimulated Fn14 reporter cells, luciferase luminescence, 8 h; inhibition, % at 10 µM; 360,000 tested, 2% active; AID 1159606; in the data active = inhibition above about 50%
NR2E3 ag-1 – agonists of human nuclear receptor NR2E3; AID 2300; Q9Y5X4; GST-NR2E3/biotin-RetCOR TR-FRET, 1536-well; 320,000 tested, 0.12% active; inhibition of corepressor binding, % at 4.78 µM;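 active = percent inhibition above the cutoff of mean plus 3 SD of all tested compounds, set per screening campaign, cut at about 20% in these data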;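 note: 0% = DMSO wells and 100% = biotin wells as full block of FRET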
Target sequence (Q9Y5X4 whole entry, looked up): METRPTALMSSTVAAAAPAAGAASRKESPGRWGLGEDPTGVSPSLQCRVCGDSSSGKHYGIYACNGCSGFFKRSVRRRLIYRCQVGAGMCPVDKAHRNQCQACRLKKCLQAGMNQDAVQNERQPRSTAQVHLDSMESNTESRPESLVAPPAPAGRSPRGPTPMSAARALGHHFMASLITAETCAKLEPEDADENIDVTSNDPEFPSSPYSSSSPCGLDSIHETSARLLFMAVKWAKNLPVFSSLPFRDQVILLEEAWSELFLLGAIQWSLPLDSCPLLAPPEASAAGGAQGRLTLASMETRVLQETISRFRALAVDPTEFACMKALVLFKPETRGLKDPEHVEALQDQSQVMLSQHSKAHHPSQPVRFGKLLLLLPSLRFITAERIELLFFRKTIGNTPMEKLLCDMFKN
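Test system – NR2E3–RetCOR corepressor complex · Quantity – NR2E3 fusion 1.35 nM · Buffer or medium – Tris pH 7.5 · Incubation – Compound–protein incubation for 5 h at 4 °C · Technique – TR-FRET, Eu(K)-anti-GST donor, streptavidin-D2 acceptor, ex 340, em 617/671 nm · Evaluation – percent inhibition of 671/617 nm emission ratio versus biotin and DMSO controls · Plate – 1536-well format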
NR2E3 ag-2 – human photoreceptor-specific nuclear receptor agonism; Q9Y5X4; CHO-S Gal4-NCOR/VP16-NR2E3 two-hybrid, luciferase; inhibition of corepressor binding, % at 3.98 µM; 360,000 tested, 0.35% active; AID 602229;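 active = inhibition above the mean of all tested compounds plus 3 SD, cut at about 70% in these data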;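 note: 0% = DMSO with NR2E3 transfected cells and 100% = cells lacking NR2E3 construct; higher means lower luciferase signal from less NR2E3 corepressor binding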
Shn3 inh set2 – inhibitors of Schnurri-3 3'UTR reporter in osteoblasts; Clone20 osteoblast Shn3 3'UTR firefly luciferase, 24 h; inhibition, % at 12.5 µM; 360,000 tested, 0.52% active; AID 588674;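 active = mean inhibition of at least 75% with every replicate also reaching 75%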;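 note: 0% = median of neutral control wells and 100% = pilot-screen positive control compound; some compounds past the cut are filed as inactive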
* marks the source's active call; other numbers are inactive results; · = not tested or not shown. Outcome played no part in choosing rows (roughly 4.4% active in at least one column).

entry | mol | NR2E3 ag-2 | hiPSC survival | TWEAK Fn14 block | aDG glyco act | Peg3 prom inh | Shn3 inh set2 | KKLEB tox | NR2E3 ag-1 | TRPM1 prom inh | CF NFkB inh | HIF-2a block
1 | Cc1ccccc1-n1nc(C)c(N=O)c1N | -3 | -0.5 | 6 | 0.2 | 8 | -5 | -1 | 0 | -6 | -12 | 17
2 | CC(C)(C)c1ccc(S(=O)(=O)N2CCN(C(=O)c3ccc4c(c3)C(=O)N(Cc3ccncc3)C4=O)CC2)cc1 | 3 | 0.5 | -20 | -0.1 | -2 | 16 | 2 | · | 1 | -10 | 14
3 | COc1ccc(CNC(=O)CCCn2nc([N+](=O)[O-])cc2C)cc1 | -8 | 0.0 | 8 | 0.0 | -9 | 8 | -11 | 3 | 3 | -8 | 6
4 | COc1cc(/C=N/n2nnnc2N)ccc1OC(C)C | -12 | -0.5 | -26 | -0.1 | -17 | -13 | -1 | · | -16 | -5 | -27
5 | O=c1cc(N2CCCCC2)nc2n1CCCS2 | -17 | 5.2 | -13 | 0.0 | -23 | -34 | 8 | 1 | 7 | -8 | -28
6 | CNC(=O)c1cc(NC(=O)N(CCC#N)CCN(C(=O)NC(Cc2ccccc2)C(=O)NC(CC(C)C)C(=O)NC)c2ccccc2)ccc1OC (centres undefined) | 24 | 1.3 | -13 | 0.1 | 6 | 5 | -11 | · | -5 | -3 | 1
7 | Cc1c(C)c2ccc(OC(C)C(=O)NC3CCN(Cc4ccccc4)CC3)cc2oc1=O (centres undefined) | -11 | -0.4 | -16 | 0.1 | -4 | -13 | -12 | 3 | 5 | -18 | -11
8 | CCOC(=O)C1(CCOc2ccccc2)CCN(Cc2cccn2-c2cccnc2)CC1 | -13 | 1.0 | 13 | 3.3 | 18 | 48 | 24 | 2 | 6 | -23 | 17
9 | O=c1[nH]c(/C(Cl)=C/c2cc(Cl)ccc2O)nc2cc(Cl)ccc12 | -18 | -1.1 | 49 | 0.1 | 21 | -56 | -53* | -1 | -5 | 17 | -93
10 | O=C(/C=C/c1cccc([N+](=O)[O-])c1)NCCSCc1ccco1 | -10 | 0.7 | -4 | -0.1 | -4 | -20 | -11 | 0 | -11 | 14 | -4
11 | CCN(CC)CCn1cnc2c([nH]c3cccc(OC)c32)c1=O | -16 | -2.0 | 2 | -0.1 | 7 | -15 | 8 | 6 | 7 | -17 | 13
12 | Cc1ccccc1C(=O)OCC(=O)NCC1COc2ccccc2O1 (centres undefined) | -21 | -0.5 | -6 | -0.3 | -7 | 3 | 3 | · | -2 | 18 | -11
13 | Cc1ccc(NS(=O)(=O)c2ccc(CCC(=O)N3CCOCC3)cc2)cc1 | 9 | -0.2 | 0 | 0.2 | 14 | 16 | 8 | 1 | -4 | -10 | -3
14 | CCCn1c(N)c(C(=O)CSc2nc3ccccc3c(=O)n2-c2ccc(OC)cc2)c(=O)[nH]c1=O | -10 | 1.3 | 2 | 0.5 | -4 | 12 | 5 | -6 | 1 | -12 | 20
15 | CCN(CC(=O)Nc1ccc(OC)cc1)C(=O)c1ccc(OCc2c(C)noc2C)cc1 | 16 | 0.1 | -2 | 0.4 | -3 | 10 | -11 | · | -10 | -11 | -7

Full records, looked up by structure. Values in the order: NR2E3 ag-2, hiPSC survival, TWEAK Fn14 block, aDG glyco act, Peg3 prom inh, Shn3 inh set2, KKLEB tox, NR2E3 ag-1, TRPM1 prom inh, CF NFkB inh, HIF-2a block
`O=C(/C=C/c1cccc([N+](=O)[O-])c1)NCCSCc1ccco1` is listed with -10, 0.7, -4, -0.1, -4, -20, -11, 0, -11, 14, -4
`CCN(CC)CCn1cnc2c([nH]c3cccc(OC)c32)c1=O` is listed with -16, -2.0, 2, -0.1, 7, -15, 8, 6, 7, -17, 13
`COc1cc(/C=N/n2nnnc2N)ccc1OC(C)C` is listed with -12, -0.5, -26, -0.1, -17, -13, -1, ·, -16, -5, -27
`CC(C)(C)c1ccc(S(=O)(=O)N2CCN(C(=O)c3ccc4c(c3)C(=O)N(Cc3ccncc3)C4=O)CC2)cc1` is listed with 3, 0.5, -20, -0.1, -2, 16, 2, ·, 1, -10, 14

Other records.
entry | mol | NR2E3 ag-2 | hiPSC survival | TWEAK Fn14 block | aDG glyco act | Peg3 prom inh | Shn3 inh set2 | KKLEB tox | NR2E3 ag-1 | TRPM1 prom inh | CF NFkB inh | HIF-2a block
16 | CCOc1cc(CNc2ccc3c(c2)OCCO3)cc(Br)c1OC | 46 | -0.9 | 94* | 0.0 | 46 | 51 | -36 | 3 | 62* | 41 | 45*
17 | COc1ccc(CN2CCCN(S(=O)(=O)c3ccc(Br)cc3)CC2)cc1 | -19 | -0.3 | 5 | 0.2 | 10 | 26 | 22 | 0 | 30 | -15 | 4
18 | CCc1noc(C)c1C(=O)N1CCCC(Nc2cccc(F)c2)C1 (centres undefined) | -11 | -1.6 | 8 | -0.1 | -5 | -7 | -7 | · | · | 0 | 7
19 | COc1ccccc1NC(=O)Nc1ccc(C(=O)N2CCCCC2)cc1 | -81 | -0.1 | -17 | 0.0 | -43 | · | -4 | 3 | -110 | -6 | -202
20 | Fc1ccc(N2CCN(c3nc(-c4ccco4)cc(C(F)(F)F)n3)CC2)cc1 | -1 | 3.2 | 17 | -0.1 | 23 | 1 | 2 | 3 | 2 | -11 | -19
21 | CCOC(=O)c1sc(N)c(C#N)c1CSc1nc2ccc(OCC)cc2[nH]1 | -3 | -0.3 | 4 | 0.1 | 16 | 8 | -4 | 2 | 9 | 16 | 21
22 | CCOc1ccccc1CNn1cnnc1SCC(=O)NC(C)(C)C | -18 | 3.2 | 4 | -0.2 | 0 | -2 | 2 | · | · | -14 | 6
23 | O=C(CSc1nnc(-c2ccccc2Br)o1)Nc1cccc2ccccc12 | 0 | -0.5 | -1 | 0.2 | -66 | 1 | 7 | -4 | -4 | -3 | -32
24 | CCOc1ccc(N(CC(=O)Nc2cccc(C)c2C)S(=O)(=O)c2c(C)[nH]c(=O)[nH]c2=O)cc1 | -9 | -0.5 | -8 | -0.1 | -7 | 0 | -1 | 0 | -3 | -2 | 15
25 | CC1CCCC(NC(=O)CN2C(=O)NC(c3ccccc3)(c3ccccc3)C2=O)C1C (centres undefined) | -3 | 1.7 | 15 | 0.9 | 7 | -5 | 28 | · | -18 | -16 | 12
26 | CCc1nnc(N/N=C/c2ccccc2F)n1N | -27 | 0.0 | -5 | -0.1 | -7 | 3 | -1 | 9 | 3 | 9 | -5
27 | CC(=O)NNC(=O)N1Cc2ccccc2Oc2ccc(Cl)cc21 | -1 | -1.7 | 11 | 0.0 | -2 | 5 | -24 | -4 | 5 | -13 | -4
28 | Cc1ccc(-c2cnc(NC(=O)CCC(=O)N(C)Cc3ccccc3)n2C)cc1 | 2 | -1.4 | -12 | 1.3 | -29 | 9 | 14 | 3 | 1 | -6 | -44
29 | Cc1ccc(S(=O)(=O)N2CCOCC2)cc1C(=O)OC(C)C(=O)NC1CCCC1 (centres undefined) | -12 | 0.2 | 3 | 0.0 | -10 | -5 | -15 | 4 | 5 | -8 | 9
30 | CC(C)CCSc1nc2ccccc2[nH]1 | -111 | -0.9 | -11 | 0.3 | -308 | -45 | 4 | 0 | -43 | -2 | -294
31 | CC(C)(C)c1nc(SCC(=O)c2ccccc2)c2ccccc2n1 | -60 | -2.1 | 1 | 1.3 | -147 | -58 | 6 | -1 | -30 | 20 | -133
32 | NC(=O)CSc1nnc2n(N)c(=O)c3ccccc3n12 | -22 | -0.7 | 12 | -0.1 | 6 | 3 | 1 | -2 | 7 | 3 | 5
33 | CCn1c(SCC(=O)Nc2ccc(S(N)(=O)=O)cc2)nnc1-c1ccccc1OC | -6 | 2.5 | -10 | -0.5 | 12 | -5 | -2 | 0 | 19 | -1 | 13
34 | CC(=O)Oc1ccc2c(C)c(CC(=O)N3CCN(C(=O)C4COc5ccccc5O4)CC3)c(=O)oc2c1C (centres undefined) | -9 | 0.8 | -13 | 0.2 | 29 | 3 | 12 | 3 | -1 | -12 | 1
35 | COC(=O)COc1cccc(NC(=O)c2ccc(C)cc2)c1 | -15 | -0.8 | -9 | -0.2 | 20 | -6 | 17 | -2 | -9 | -1 | 32
36 | O=C(CCc1ccc(S(=O)(=O)N2CCOCC2)cc1)OCC(=O)c1ccccc1F | -33 | 0.8 | 4 | 0.0 | 6 | -42 | 5 | · | 0 | -17 | 6
37 | O=C(O)CCCCCN1C(=O)/C(=C/c2ccncc2)SC1=S | -16 | 2.8 | 25 | 0.9 | -16 | -11 | 2 | 0 | 13 | 4 | 5
38 | Cc1cc(=O)oc2cc(OCC(=O)NC3(C#N)CCCCC3)c(Cl)cc12 | 3 | -0.6 | -13 | 0.6 | -7 | -7 | -7 | · | -13 | -15 | -28
39 | CCOC(=O)C1=CN(Cc2ccco2)S(=O)(=O)N(CC)C1c1cccc(OC)c1 (centres undefined) | -5 | 1.0 | 11 | 0.2 | 17 | 15 | 3 | · | -7 | -2 | 2
40 | CN1CCN(c2nc(-c3cccc([N+](=O)[O-])c3)nc3ccccc23)CC1 | -9 | -0.6 | -49 | -0.2 | 8 | 34 | -10 | 0 | -14 | -24 | -11
41 | COc1cc(NC(=O)CSCc2cnn(-c3ccccc3)c2-n2cccc2)cc(OC)c1 | -10 | -0.5 | 1 | -0.1 | 22 | 21 | 4 | 0 | 3 | -6 | 13
42 | COc1ccc(/C(C)=N/NC(=O)CNC(=O)c2cccnc2)c(OC)c1 | 6 | -0.6 | 14 | -0.1 | -7 | 7 | 4 | -1 | 1 | -4 | 15
43 | CC(=O)c1ccc(S(=O)(=O)N2CCn3cccc3C2C)cc1 (centres undefined) | -15 | -1.8 | -1 | -0.2 | 11 | -4 | 3 | -2 | 6 | 2 | -3
44 | O=c1[nH]nc(Cc2ccc(Cl)cc2Cl)c2ccccc12 | -14 | 1.9 | 1 | 0.0 | -3 | 23 | -5 | 2 | -8 | 18 | 11
45 | C[C@@H]1CN(Cc2nc(-c3cccs3)no2)C[C@H](C)O1 | -16 | 0.8 | 6 | 0.0 | -11 | -1 | 1 | 5 | -2 | -4 | -20

Given as labelled records: part of the list above.
41) COc1cc(NC(=O)CSCc2cnn(-c3ccccc3)c2-n2cccc2)cc(OC)c1
  NR2E3 ag-2: -10 | hiPSC survival: -0.5 | TWEAK Fn14 block: 1 | aDG glyco act: -0.1 | Peg3 prom inh: 22 | Shn3 inh set2: 21 | KKLEB tox: 4 | NR2E3 ag-1: 0 | TRPM1 prom inh: 3 | CF NFkB inh: -6 | HIF-2a block: 13
42) COc1ccc(/C(C)=N/NC(=O)CNC(=O)c2cccnc2)c(OC)c1
  NR2E3 ag-2: 6 | hiPSC survival: -0.6 | TWEAK Fn14 block: 14 | aDG glyco act: -0.1 | Peg3 prom inh: -7 | Shn3 inh set2: 7 | KKLEB tox: 4 | NR2E3 ag-1: -1 | TRPM1 prom inh: 1 | CF NFkB inh: -4 | HIF-2a block: 15
